Compound activity (PubChem)
EBI2 antag: blocks human EBI2 receptor beta-arrestin signaling; P32249; EBI2 beta-arrestin recruitment, luminescence, 7a,25-OHC stimulated; inhibition, % at 5 µM; 360,000 compounds, 0.81% hits; AID 651636; in the data active = inhibition above about 38%;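 note: enzyme fragment complementation signal reports receptor beta-arrestin coupling in cells; 0% = agonist plus DMSO wells and 100% = wells without agonist; some results beyond the cut were filed as inactive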
Target sequence (P32249 whole entry, looked up, the tested form may be a part): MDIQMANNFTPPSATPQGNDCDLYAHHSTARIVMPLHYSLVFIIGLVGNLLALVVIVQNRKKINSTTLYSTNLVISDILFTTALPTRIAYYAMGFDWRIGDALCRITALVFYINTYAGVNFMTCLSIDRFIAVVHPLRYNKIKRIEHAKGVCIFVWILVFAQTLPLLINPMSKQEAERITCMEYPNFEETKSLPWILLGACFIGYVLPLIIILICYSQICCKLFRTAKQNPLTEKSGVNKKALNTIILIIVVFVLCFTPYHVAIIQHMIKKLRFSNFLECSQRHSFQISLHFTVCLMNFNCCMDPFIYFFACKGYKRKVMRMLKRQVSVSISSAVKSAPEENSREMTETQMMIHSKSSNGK
MPTP inh: permeability transition pore inhibition; 360,000 compounds, 1.4% hits; isolated mouse mitochondria, Ca2+ swelling absorbance, 30 min; inhibition, % at 10 µM;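 active = inhibition of 50% or more, scaled per plate between neutral and stimulator controls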;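 note: 0% = DMSO wells given calcium and 100% = 1 mM EGTA wells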
CXCR6 inh: inhibitors of human CXCR6 receptor; CHO-K1 PathHunter CXCR6 beta-arrestin, luminescence; inhibition, % at 20 µM; 360,000 compounds, 0.36% hits; O00574; in the data active = inhibition above about 34%, passing the limit was not always enough;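 note: antagonist mode with CXCL16 agonist at 10 nM final; 0% = 10 nM CXCL16 with DMSO and 100% = unstimulated wells without agonist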
Target sequence (O00574 whole entry, looked up): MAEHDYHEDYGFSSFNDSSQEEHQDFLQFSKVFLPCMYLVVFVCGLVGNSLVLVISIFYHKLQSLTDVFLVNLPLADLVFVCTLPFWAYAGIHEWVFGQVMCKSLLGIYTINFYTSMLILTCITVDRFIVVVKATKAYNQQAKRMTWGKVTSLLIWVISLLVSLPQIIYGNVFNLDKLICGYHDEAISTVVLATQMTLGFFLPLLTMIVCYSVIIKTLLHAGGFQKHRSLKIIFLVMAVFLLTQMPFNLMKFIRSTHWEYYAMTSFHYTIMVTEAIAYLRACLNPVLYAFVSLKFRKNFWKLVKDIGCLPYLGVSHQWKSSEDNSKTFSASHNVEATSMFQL
The depositor's hits bear a star. Some of the compounds tested, so the mix of outcomes need not match the whole.

SMILES	EBI2 antag	MPTP inh	CXCR6 inh
COc1ccc(NC(=O)C2(C)Cc3c(-c4ccc(NC(C)=O)cc4)ccnc3O2)cn1 (stereo not drawn)	-8	-3.2	-3
Cc1ccc(S(=O)(=O)CCC(=O)OCC(=O)Nc2sccc2C#N)cc1	-10	-0.2	5
CSC1=NC=C(C#N)C2=NC(c3c(Cl)cccc3Cl)NN12 (stereo not drawn)	6	0.1	16
COc1ccc(CC(N)c2csc(NC(=O)Nc3ccc(F)cc3)n2)cc1 (stereo not drawn)	-11	14	-18
COc1ccc(C(C)=O)cc1CON=C1CSCc2ccccc21	14	1.0	8
COC(=O)C1(C)NC(c2cccc(C)c2)C2C(=O)N(c3ccccc3)C(=O)C21 (stereo not drawn)	-10	0.6	-3
C=C(C)Cn1c2ccc(NC(=O)NCCc3ccccc3)cc2c(=O)n1C	-5	0.5	-7
Cc1oc2cc3oc(=O)c(CCC(=O)N4CCC(C(=O)O)(c5ccccc5)CC4)c(C)c3cc2c1C	3	0.6	2
CS(=O)(=O)Nc1cccc(NC(=O)C2Cc3c(-c4ccccc4)ccnc3O2)c1 (stereo not drawn)	-35	8.5	2
O=C(Nc1ccc(F)c(Cl)c1)Nc1nnc([C@@H]2O[C@H](CO)[C@@H](O)[C@H]2O)s1	-10	-1.7	-8
Clc1ccc(-c2cccc3nccn23)cc1	-19	0.7	2
CC(=O)N(CC#CCN(C(C)=O)c1ccccc1)c1ccccc1	-2	1.7	-3
O=C(Nc1ccc(Cl)cc1C(=O)c1ccccn1)c1ccccc1	-7	0.6	-3
COc1cccc(OC)c1OCCN1CCC(C(=O)NC(c2ccc3c(c2)OCO3)c2ccccn2)CC1 (stereo not drawn)	2	-0.7	3
CCCS(=O)(=O)NC(=O)C1(C)CCCN(C(=O)c2ccc(C(F)(F)F)nc2C)C1 (stereo not drawn)	-3	0.2	-2
C/C(COc1ccccc1)=N\NC(=O)c1nnn(-c2nonc2N)c1CSc1ccc(C)cc1	-10	0.6	-6
CC1=C(C(=O)N(C)C)CC(CC(=O)NCc2cccs2)C(=O)N1CCC1=CCCCC1 (stereo not drawn)	3	0.4	2
COC(=O)[C@]12CCCCC=C1N(Cc1cccc3ccccc13)C(=O)[C@H](CC(=O)NCCC(C)C)C2	5	-1.8	9
Cc1cccc(S(=O)(=O)NC(=O)C2(C)CCN2C(=O)CCC2CCCC2)c1 (stereo not drawn)	-5	0.5	-3
C[C@H](CO)N1C[C@H](C)[C@@H](CN(C)S(=O)(=O)c2ccc(-c3ccccc3)cc2)OCc2cn(nn2)CCCC1=O	-3	-0.8	8
COc1ccc(OC)c(CN2C(=O)c3ccccc3C2c2nnnn2-c2c(C)cccc2C)c1 (stereo not drawn)	12	0.8	4
CC1=C2C3OC(=O)C(C)C3CCC2(C)C=C(Br)C1=O (stereo not drawn)	-9	0.3	-3
CN(C)Cc1csc(NC(=O)Nc2cccc(C(F)(F)F)c2)n1	-6	0.1	-3
Cc1ccc(OCc2cc(C(=O)N3CCCC(C)C3)no2)cn1 (stereo not drawn)	-7	3.5	0
COC(=O)CC1CC2(C(=O)OC)c3[nH]c4ccccc4c3CCN2C1=O (stereo not drawn)	-9	-0.7	4

Looked up above:
Result of Cc1oc2cc3oc(=O)c(CCC(=O)N4CCC(C(=O)O)(c5ccccc5)CC4)c(C)c3cc2c1C under EBI2 antag: 3
Result of C=C(C)Cn1c2ccc(NC(=O)NCCc3ccccc3)cc2c(=O)n1C under CXCR6 inh: -7
Result of Cc1ccc(OCc2cc(C(=O)N3CCCC(C)C3)no2)cn1 (stereo not drawn) under MPTP inh: 3.5

Further entries follow.
SMILES	EBI2 antag	MPTP inh	CXCR6 inh
COc1ccc(CNC(=O)C[C@@H]2C[C@H]3c4cc(NC(=O)NC5CCCC5)ccc4O[C@H]3[C@H](CO)O2)cc1	2	-0.1	3
COc1cccc(C#Cc2cnc3c(c2)C(=O)N([C@@H](C)CO)C[C@H](C)[C@H](CN(C)C(=O)C2CCC2)O3)c1	9	0.1	7
O=C1NC[C@H](CCCCN2C[C@H](Cc3ccc(O)cc3)N(CCc3ccc(O)cc3)C(=O)C2=O)N(CCc2ccccc2)C1=O	2	-1.2	-2
COC1=CC(=NCl)C=CC1=NCl	-22	2.5	-14
N#Cc1cccc(NC(=O)c2cc(C3CCCCN3C(=O)C3CC3)on2)c1 (stereo not drawn)	-2	1.4	0
CCOC(=O)c1cc(C)nnc1C(=O)OCC	-5	0.1	-5
Cc1ccsc1C(=O)N1CCCC(C)(C(=O)O)C1 (stereo not drawn)	-13	-1.0	-1
Cc1cccc(CN2CCN(C3CN(Cc4cn(Cc5cc(C)cc(C)c5)nn4)S(=O)(=O)C3)CC2)c1 (stereo not drawn)	-2	0.6	2
COc1cccc(C(=O)N2[C@H](COCc3ccccc3)C=CS2(=O)=O)c1	-3	1.0	-4
O=C(Nc1ccc(Br)cc1Br)Nc1cccc2[nH]c([C@@H]3O[C@H](CO)[C@@H](O)[C@H](O)[C@H]3O)nc12	-9	-1.4	-9
C[C@H](CO)N1C[C@H](C)[C@H](CN(C)Cc2cccc(C(F)(F)F)c2)OCc2ccccc2-c2c(n(C)c3ccccc23)C1=O	-3	-0.7	1
CCCC(=O)N1CCC1(C)C(=O)NCc1ccccc1SC (stereo not drawn)	8	0.2	4
COc1ccccc1N1CCN(C(=O)CN(C)S(=O)(=O)c2ccc(C)cc2)CC1	-1	-1.8	-3
C[C@@H]1Cn2cnc(C(=O)Nc3cccc(Cl)c3)c2C(=O)N1	5	0.0	-9
Cc1ccc(S(=O)(=O)NC(=O)C2(C)CCN2C(=O)c2c(C)noc2C)cc1 (stereo not drawn)	-5	-1.7	0
Cc1c(C(=O)N(C)Cc2ccc(F)cc2)sc(=O)n1Cc1ccccc1C#N	5	-0.6	5
CC1(C(=O)NS(=O)(=O)c2ccccc2C(F)(F)F)CCN1C(=O)CCc1cccs1 (stereo not drawn)	-6	-1.8	-3
O=C(c1ccco1)N1CCN(C(=O)c2ccc(Br)o2)CC1	4	-0.7	-3
CC(C)CN1CCC(C(=O)NC(c2ccc(F)cc2)c2ccc3ccccc3n2)CC1 (stereo not drawn)	0	-2.1	12
CCOC(=O)[C@]12CCC=C1N(Cc1cccc3ccccc13)C(=O)[C@H](CC(=O)N1CCN(C(=O)C3CC3)CC1)C2	1	-1.8	-1
COc1ccccc1CNC(=O)COc1cc(O)c2c(c1)OC(C)(C)CC2=O	2	1.3	8
CN1CCN(S(=O)(=O)c2ccc(F)cc2)CC1	-10	1.2	3
CCCc1cc(C(=O)Nc2cccc(-c3nn[nH]n3)c2)sc1C	-1	-1.0	-1
CCOC(=O)c1ccc(NC(=O)c2nc[nH]c2C(=O)NC[C@H](C)O)cc1	-3	-0.4	-4
C/C=C1\NC(=O)[C@H](C)NC(=O)[C@@H](NC(=O)[C@H](Cc2ccc(O)cc2)NC(=O)[C@@H](NC(=O)/C(C)=C/C)C(C)C)[C@@H](C)OC(=O)[C@H](CC(C)C)NC(=O)[C@@H](CCC(=O)O)NC1=O	-6	1.0	6

Shown in markdown: part of the list above.
| molecule | EBI2 antag | MPTP inh | CXCR6 inh |
| --- | --- | --- | --- |
| Cc1ccsc1C(=O)N1CCCC(C)(C(=O)O)C1 (stereo not drawn) | -13 | -1.0 | -1 |
| Cc1cccc(CN2CCN(C3CN(Cc4cn(Cc5cc(C)cc(C)c5)nn4)S(=O)(=O)C3)CC2)c1 (stereo not drawn) | -2 | 0.6 | 2 |
| COc1cccc(C(=O)N2[C@H](COCc3ccccc3)C=CS2(=O)=O)c1 | -3 | 1.0 | -4 |
| O=C(Nc1ccc(Br)cc1Br)Nc1cccc2[nH]c([C@@H]3O[C@H](CO)[C@@H](O)[C@H](O)[C@H]3O)nc12 | -9 | -1.4 | -9 |
| C[C@H](CO)N1C[C@H](C)[C@H](CN(C)Cc2cccc(C(F)(F)F)c2)OCc2ccccc2-c2c(n(C)c3ccccc23)C1=O | -3 | -0.7 | 1 |

Only MPTP inh, for 5 of the compounds above:
smiles,MPTP inh
O=C(c1ccco1)N1CCN(C(=O)c2ccc(Br)o2)CC1,-0.7
CC(C)CN1CCC(C(=O)NC(c2ccc(F)cc2)c2ccc3ccccc3n2)CC1 (stereo not drawn),-2.1
CCOC(=O)[C@]12CCC=C1N(Cc1cccc3ccccc13)C(=O)[C@H](CC(=O)N1CCN(C(=O)C3CC3)CC1)C2,-1.8
COc1ccccc1CNC(=O)COc1cc(O)c2c(c1)OC(C)(C)CC2=O,1.3
CN1CCN(S(=O)(=O)c2ccc(F)cc2)CC1,1.2

The results go on.
SMILES	EBI2 antag	MPTP inh	CXCR6 inh
Cc1ccc(S(=O)(=O)N2CC[C@H]3[C@@H](C2)C(=O)C[C@@H](c2ccccc2)N3S(=O)(=O)c2ccc(C)cc2)cc1	31	1.0	-1
COC(=O)Cn1c(C(=O)N(C)C)cc2c1C[C@H]1CN(C(=O)c3ccccc3)[C@@](Cc3ccc(F)cc3)(C(=O)OC)[C@@H]21	-5	-1.5	1
Cc1cc(NC(=O)c2cc3cc([N+](=O)[O-])ccc3s2)no1	1	-0.3	3
CCc1nc2ccc(C(=O)N(C)CCN(C)C)cn2c1N(C)Cc1cc2ccccc2s1	7	-0.9	11
CCCNC(=O)C1(C)CCCN(C(=O)c2ccccc2OC)C1 (stereo not drawn)	-4	0.3	6
Nc1ccn([C@@H]2O[C@H](C(=O)N[C@H](COC=O)Cc3ccccc3)[C@@H](O)[C@H]2O)c(=O)n1	-1	0.2	-15
COc1cccc(-c2cnc3c(NC=O)cc(-c4ccc(N(C)C)cc4)cn23)c1	17	1.4	13
C=CCC1(CC=C)CC(Cc2cnccn2)N(C(=O)OC(C)(C)C)C1 (stereo not drawn)	1	-0.7	3
Cc1cccc(C)c1NC(=O)CNC(=O)CNC(=O)c1ccc2ccccc2c1	-6	0.1	-2
COc1ccc(C)cc1NC(=O)Cc1csc(NC(=O)Nc2ccccc2OC)n1	5	1.8	-4
COc1ccc(S(=O)(=O)NC(=O)C2(C)CCN2C(=O)Cc2cc(C)cc(C)c2)cc1 (stereo not drawn)	-2	0.0	-5
COc1ccc(/C=C(\NC(=O)c2ccc(Cl)cc2)C(=O)NCc2cccnc2)cc1OC	-13	-0.3	1
CNC(=O)C1Cc2c(-c3ccc4c(c3)OCO4)ccnc2O1 (stereo not drawn)	-9	0.5	-2
CC(=O)NC(c1ccccc1)c1nc(-c2cccnc2)cs1 (stereo not drawn)	-7	-0.4	-1
CCN(CC)S(=O)(=O)c1ccc(N2CCCC2)c(NC(=O)CSCc2c(C)noc2C)c1	-8	0.8	-6
CC1(Oc2cnc(Cl)c3ccccc23)CCN(Cc2ccc(OC(F)(F)F)cc2)C1 (stereo not drawn)	-5	0.7	0
CC(C)(C)Cc1c(-c2cccc(Br)c2)nc2ccc(Cl)cn12	-9	-0.1	-11
Cc1cc(F)ccc1-c1cc(C(=O)NCc2cccs2)[nH]n1	11	0.3	0
CC1(C(=O)NS(=O)(=O)c2ccc(C#N)cc2)CCN1C(=O)CC1CCCCC1 (stereo not drawn)	-7	0.6	11
CCc1nc2ccc(C(=O)N3CCCC(C(N)=O)C3)cn2c1N(C)Cc1ccc(OC)cc1 (stereo not drawn)	-7	0.6	9
O=C(NCc1ccc(F)cc1)c1cc(C2CCCCN2S(=O)(=O)c2ccccc2)on1 (stereo not drawn)	4	1.3	1
O=C(NC1CCC1)C1CCC(=O)N(Cc2ccc(Cl)cc2)C1 (stereo not drawn)	2	2.2	-6
O=C1CCCC2=C1C1(CCCC1)N=C(Nc1nc3ccccc3o1)N2	23	0.3	6
COc1cccc(C(=O)O)c1OS(=O)(=O)c1ccc(C)cc1	-3	-2.4	-7
COc1ccc(C(O)c2nc(-c3ccc(F)cc3OC)cs2)cc1 (stereo not drawn)	3	4.4	-8

Some of these compounds in order of SMILES length, falling:
SMILES	EBI2 antag	MPTP inh	CXCR6 inh
CCc1nc2ccc(C(=O)N(C)CCN(C)C)cn2c1N(C)Cc1cc2ccccc2s1	7	-0.9	11
CC(C)CN1CCC(C(=O)NC(c2ccc(F)cc2)c2ccc3ccccc3n2)CC1 (stereo not drawn)	0	-2.1	12
COc1ccc(C)cc1NC(=O)Cc1csc(NC(=O)Nc2ccccc2OC)n1	5	1.8	-4
O=C(NC1CCC1)C1CCC(=O)N(Cc2ccc(Cl)cc2)C1 (stereo not drawn)	2	2.2	-6
